TNF necrop inh = inhibitors of TNF-alpha triggered necroptosis, primary screen, cell-based, Jurkat FADD-/-, single concentration; Jurkat FADD-/- TNF necroptosis rescue, ATP luminescence, 24 h; 0 = TNF only, 100 = no-TNF cells; activation (protection from cell death), % at 10 µM; 0.068% of 220,000 active; AID 463075, 2010;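 active = activation, meaning protection from cell death, of at least 50% relative to plate controls; inactive = activation below 50%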;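 note: necroptosis triggered by 40 ng/mL TNF-alpha added together with compound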
TRPML3 agonist = human TRPML3 channel agonists, primary screen, cell-based, HEK293 TRPML3-YFP, Fluo-8 calcium fluorescence, 3 µM | AID 1448, 2008 | 0.29% of 220,000 active | Mucolipin-3 (Homo sapiens), Q8TDD5 | activation, % at 3 µM | 100% = the carbachol control signal;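 active = activation above its plate's cutoff, the mean activation of the plate's test wells plus 3 SD, cut at about 12% in these data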;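 note: 0% = DMSO only wells and 100% = carbachol wells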
Target sequence (Q8TDD5 whole entry, looked up): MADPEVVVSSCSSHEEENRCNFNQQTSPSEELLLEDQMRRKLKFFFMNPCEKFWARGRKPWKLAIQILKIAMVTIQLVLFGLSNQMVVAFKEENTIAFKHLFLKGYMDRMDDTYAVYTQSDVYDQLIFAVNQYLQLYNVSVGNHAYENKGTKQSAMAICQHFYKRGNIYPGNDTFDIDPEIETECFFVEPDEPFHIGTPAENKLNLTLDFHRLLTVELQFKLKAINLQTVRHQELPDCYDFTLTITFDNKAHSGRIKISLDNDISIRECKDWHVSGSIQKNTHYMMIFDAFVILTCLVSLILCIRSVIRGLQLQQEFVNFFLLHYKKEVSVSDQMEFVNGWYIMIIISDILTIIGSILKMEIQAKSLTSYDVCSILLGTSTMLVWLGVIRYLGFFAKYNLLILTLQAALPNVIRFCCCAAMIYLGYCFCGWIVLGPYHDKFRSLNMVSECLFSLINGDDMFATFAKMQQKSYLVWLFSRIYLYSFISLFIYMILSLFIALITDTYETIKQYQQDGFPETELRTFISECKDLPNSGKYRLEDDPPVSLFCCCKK
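Test system: HEK293 cells stably carrying human TRPML3-YFP; Doses: single dose, 3 µM final nominal compound, 0.3% DMSO final; Schedule: dye loading 1 h 37 °C then 30 min ambient, 125 s read; Technique: Fluo-8 calcium fluorescence; Benchmarks: high control carbachol 87 µM, low control DMSO.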
Runt-SMMHC FRET = inhibitors of RUNX1 Runt–CBFb-SMMHC binding, primary screen, biochemical, FRET, Cerulean-Runt, Venus-CBFb-SMMHC, uHTS; Runt-related transcription factor 1 (Homo sapiens) + Core-binding factor subunit beta …; Cerulean-Runt/Venus-CBFb-SMMHC FRET ratio 530/480, 1 h; inhibition, % at 20 µM; 0.74% of 220,000 active; AID 1434, 2008;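 active = mean inhibition across duplicate retests at 20 µM reaching about 50%, limit read from the data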;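 note: 0% = DMSO wells and 100% = wells with excess untagged CBFb-SMMHC; inhibitors lower the FRET ratio by blocking Runt binding to CBFb-SMMHC; some results filed as inactive read as strong as hits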
PPC-1+TRAIL kill = compounds killing PPC-1 cancer cells with TRAIL present, primary screen, TRAIL potentiator project, ATPLite luminescence, uHTS. PPC-1 cells + TRAIL, ATPLite viability luminescence. cell killing (% activity), % at 4 µM. 0.41% of 220,000 active. AID 1443, 2008;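 active = cell killing above 50% in the first pass at 4 µM, then a duplicate retest at 5 µM averaging 50% or more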;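 note: plate controls were cells with TRAIL plus DMSO for no effect and medium-only wells lacking cells for full effect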
Mdm2 ligase inh = MDM2-luciferase reporter signal enhancers, primary screen, MDM2 E3 ligase inhibitor project, cell-based, luminescence, 1536-well; 0.11% of 210,000 active; signal enhancement, % at 5 µM; cell-based MDM2 ubiquitination luciferase reporter, 2 h; 0 = plate control, 100 = twice control, blank-subtracted; E3 ubiquitin-protein ligase Mdm2 (Homo sapiens), Q00987;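 active = signal enhancement of 30% or more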;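 note: luminescence tracks abundance of the self-degrading MDM2-luciferase fusion protein; higher signal means inhibition of MDM2 E3 ligase activity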
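System: stable MDM2–luciferase fusion reporter cells / Input: 2000 cells seeded into each well / Schedule: 4 h settle plus 2 h compound, 37 °C / Compound: single-point 5 µM / Buffer or medium: cells held in DMEM / Benchmarks: control and blank well means / Evaluation: percent signal gain over controls, blank-subtracted / Measured by: luciferase luminescence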
TRPN1 ag = zebrafish TRPN1 channel agonists, primary screen, cell-based, HEK293, calcium fluorescence; HEK293 zebrafish TRPN1-YFP, Fluo-8 calcium fluorescence; 100% = response to 87 µM carbachol; activation, % at 3 µM; 0.18% of 220,000 active; AID 1424, 2008;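 active = activation above its plate's cutoff, the mean activation of test wells on that plate plus 3 SD, cut at about 19% in these data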;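 note: 0% = DMSO alone and 100% = 87 µM carbachol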
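System: zebrafish TRPN1-YFP in HEK293 cells / Dosing: 3 µM single point / Timing: dye loading 1 h at 37 °C, then 30 min room temperature / Signal: Fluo-8 calcium fluorescence, excitation 470-495 nm, emission 515-575 nm / Read-out basis: percent activation from peak over basal fluorescence ratio, control-normalized / Control set: high carbachol 87 µM, low DMSO alone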
CHOP inhibitor = inhibitors of CHOP promoter induction, primary screen, cell-based, unfolded protein response, luciferase reporter. inhibition, % at 10 µM. CHO-K1 CHOP-promoter luciferase, tunicamycin-induced, 15-18 h. 3.8% of 220,000 active. AID 2732, 2010;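 active = compounds that reduced the stress-induced luciferase reporter signal by more than about 70% of percent inhibition, limit read from the data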;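 note: 0% = tunicamycin plus vehicle and 100% = wells without tunicamycin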
EBV gp42 block = Epstein-Barr virus gp42 inhibitors, primary screen, biochemical, uHTS, fluorescence polarization; 0.42% of 220,000 active; inhibition, % (tested at 21.74 µM); AID 1085, 2008; Fluorescence polarization binding assay, mP read-out; in the data active = inhibition above about 50%
Target sequence (Q1HVG2 whole entry, looked up): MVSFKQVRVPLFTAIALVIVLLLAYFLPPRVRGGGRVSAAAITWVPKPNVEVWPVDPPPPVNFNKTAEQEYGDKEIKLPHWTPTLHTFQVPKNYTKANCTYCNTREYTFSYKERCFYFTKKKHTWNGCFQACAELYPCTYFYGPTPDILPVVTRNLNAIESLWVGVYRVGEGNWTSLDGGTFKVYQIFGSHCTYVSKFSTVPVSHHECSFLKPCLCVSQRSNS
NCF1 inh = p47phox/p22phox peptide binding inhibitors, primary screen, biochemical, uHTS, NADPH oxidase regulatory subunit; Neutrophil cytosol factor 1 (Homo sapiens), P14598; fluorescence polarization, 2 h; inhibition, % at 24.7 µM; 0.53% of 220,000 active; AID 1274, 2008;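 active = inhibition above about 30%, limit read from the data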;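 note: 0% = p47phox with labelled peptide and 100% = labelled peptide alone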
* hit, by the source's call; · = not tested or not shown.

entry	mol	TNF necrop inh	TRPML3 agonist	Runt-SMMHC FRET	PPC-1+TRAIL kill	Mdm2 ligase inh
1	O=C(NC1CCCCC1)N(CCN1CCCC1)Cc1cc2cc3c(cc2[nH]c1=O)OCCO3	-2.3	0.9	-36	15	-21
2	CCN(CC)c1ccc(N2C(=O)/C(=C/c3cccs3)SC2=S)cc1	-1.9	1.2	-3	20	-18
3	CSc1nc2c(c(=O)[nH]1)C(c1cccc(Cl)c1Cl)CC(=O)N2 (centres undefined)	1.2	0.2	2	9	-6
4	CCOc1ccc(N2CC(C(=O)Nc3ccccc3N3CCOCC3)CC2=O)cc1 (centres undefined)	0.7	0.1	0	-2	-2
5	CS(=O)(=O)N(CC(=O)Nc1ccc(S(=O)(=O)N2CCCC2)cc1)c1ccccc1	2.0	0.6	0	0	-11
6	CN(CC1CCOCC1)C(=O)CC1C(=O)NCCN1Cc1cccc(Oc2ccccc2)c1 (centres undefined)	0.7	0.4	0	-9	4
7	Cc1cc(C(=O)COC(=O)c2ccc[nH]c2=O)c(C)n1-c1ccc(Br)cc1	0.2	0.3	5	6	-4
8	COc1ccc(/C(C)=N/N=C(N)N)c(OC)c1	-0.3	0.8	-2	14	-14
9	Cc1ccc(C(=O)NC(C)c2nc3ccccc3n2CC(=O)Nc2c(C)cc(C)cc2C)cc1 (centres undefined)	1.9	0.8	0	20	·
10	OC(CNCCC1C=Nc2ccccc21)Cn1c2ccc(Cl)cc2c2cc(Cl)ccc21 (centres undefined)	-14	1.3	5	40	-4
11	CCOc1ccc(NC(=S)NCc2ccco2)cc1	0.9	-0.2	1	11	-10
12	COc1cc(C2C(C#N)=C(N)OC3=C2C(=O)CC(C)(C)C3)ccc1OCCN1CCOCC1 (centres undefined)	0.1	0.8	6	-6	-23
13	CN1C(=O)c2cccc(NC(=O)CCc3ccccc3)c2C1=O	0.7	-0.2	-4	11	-12
14	COc1cccc(/C=C2\N=C(SC)SC2=O)c1OC	-1.9	-0.3	-25	26	1
15	Cc1cc(=O)n(C)c(=O)n1CCCNc1ccccc1	-2.3	0.7	4	28	-8

entry	TRPN1 ag	CHOP inhibitor	EBV gp42 block	NCF1 inh
1	-0.1	23	-25	-71
2	0.1	-5	-13	-11
3	1.4	2	-11	4
4	0.8	-25	-14	3
5	0.9	2	-24	-7
6	0.4	-5	1	-6
7	-1.3	19	-14	-15
8	-1.6	13	-9	-3
9	-0.2	-6	-30	11
10	2.5	109*	-25	25
11	-1.2	13	8	-5
12	1.2	-7	0	-4
13	-0.1	-4	-1	2
14	0.2	64	-19	-4
15	0.4	6	-16	-2

The list continues:
entry	mol	TNF necrop inh	TRPML3 agonist	Runt-SMMHC FRET	PPC-1+TRAIL kill	Mdm2 ligase inh
16	CCC/C(=N/NC(=O)c1ccccc1Cl)c1ccccc1	1.4	0.5	0	8	1
17	COc1ccc(CNC2CC(=O)N(C)C2=O)cc1 (centres undefined)	1.3	0.6	-1	9	-8
18	CN(CCC#N)C(=S)Nc1ccc(S(=O)(=O)N2CCOCC2)cc1	1.2	-0.1	2	4	-4
19	CCn1nnnc1SCC(=O)NC1CCCC1	0.0	-0.4	0	16	10
20	O=C(C/C=N/OCc1ccc(Cl)cc1)c1cnc(-c2ccccc2)s1	-2.7	0.3	-1	12	-10
21	O=C(/C=C/c1c[nH]c2ccccc12)c1cccc2ccccc12	-2.4	0.6	8	-1	-1
22	Brc1ccc2c(c1)OCCOCCOCCOCCOCCOCCO2	-1.5	-0.7	-1	4	-10
23	Cc1ccc(NC(=O)C2CC(=O)n3c(nc4ccccc43)N2)cc1 (centres undefined)	-0.9	0.8	1	-12	-16
24	O=C(Nc1nc2ccc(Cl)cc2s1)c1ccco1	-3.5	0.8	1	8	-37
25	CCc1ccc(CN(C)Cc2nc(Cc3ccccc3)no2)nc1	-0.3	-0.2	-2	8	-15
26	CCCC(=O)C1=C(O)C(C(=O)OC)C(C)(C)CC1=Nc1ccc(C)cc1 (centres undefined)	0.3	-0.7	2	-5	6
27	Cc1c(NC(=O)c2cnn3c(C(F)(F)F)cc(-c4ccco4)nc23)c(=O)n(-c2ccccc2)n1C	-9.0	0.8	0	13	-17
28	O=P1(O)C=C(c2ccccc2)OC(c2ccccc2)=C1	1.6	1.4	-7	26	4
29	Cc1cccc2sc(NC(=O)CN3C(=O)C4CC=CCC4C3=O)nc12 (centres undefined)	2.5	0.7	2	-18	-7
30	CCOc1ccc(N2CC(C(=O)NCc3ccc(F)cc3)CC2=O)cc1 (centres undefined)	1.8	-0.4	4	-8	-19

entry	TRPN1 ag	CHOP inhibitor	EBV gp42 block	NCF1 inh
16	-0.3	-2	2	-2
17	1.7	-1	-11	-5
18	1.1	-22	-5	-5
19	-0.8	-5	-5	-10
20	1.5	37	-11	-1
21	-0.7	87*	1	-8
22	-1.0	23	-4	0
23	-0.1	2	-12	-23
24	-0.1	24	-16	-19
25	-0.5	12	-2	6
26	-1.9	64	-25	-5
27	-1.6	19	-6	-4
28	2.5	-7	-26	-15
29	1.2	10	-1	-9
30	-0.2	26	8	-1

Next entries follow:
entry	mol	TNF necrop inh	TRPML3 agonist	Runt-SMMHC FRET	PPC-1+TRAIL kill	Mdm2 ligase inh
31	COC(=O)c1ccc(NS(=O)(=O)N(C)C)cc1	-0.3	-0.1	9	-19	-7
32	Cc1cc(C)nc(N(C#N)C(C)C(=O)N(C)C)n1 (centres undefined)	1.6	0.1	0	-13	-10
33	CN1CCN(C(=O)C2CCCCC2C(=O)O)CC1 (centres undefined)	0.4	0.8	-1	-2	-5
34	COc1ccc(CCNC(=O)Cn2c(=O)cnc3ccccc32)cc1	-4.6	-0.2	-1	18	13
35	CC(C)N(Cc1ccccc1)C(=S)Nc1ccc(OC(F)F)cc1	1.9	-0.2	1	1	-13
36	Cc1nc(Cl)c(C(=O)NCc2ccccc2)c(C)c1Cl	0.4	0.1	0	24	-5
37	CCOC(=O)c1cnc(-n2nc(C)cc2C)nc1Oc1ccccc1F	-2.0	-0.6	1	5	1
38	COCCN1C(=O)CS/C1=C(/C#N)C(=O)NCc1ccco1	-0.5	1.6	1	18	16
39	C=CCn1c(CCCOc2ccc(Cl)cc2Cl)n[nH]c1=S	1.6	0.5	14	-2	-7
40	COc1ccccc1-c1c(C(F)(F)F)oc2cc(OCC(=O)Nc3cc(C)ccc3C)ccc2c1=O	2.0	0.2	-2	16	-17
41	CN1C(=O)CC(N2CCN(Cc3ccc(Cl)cc3)CC2)C1=O (centres undefined)	-0.4	0.4	7	14	-6
42	O=C(Nc1ccc([N+](=O)[O-])cc1)c1cc(-c2ccccn2)nc2c(Cl)cccc12	-0.2	0.3	0	6	-2
43	CCOc1cc(C)c(Cl)cc1S(=O)(=O)N(CC)CC	-1.9	7.7	-1	25	-13
44	Cc1ccc(S(=O)(=O)NC2=NCN(CCc3ccccc3)CN2)cc1	1.3	-1.2	-4	19	-4
45	Cc1cccc(-c2c3c(=O)n(C)c(=O)n(C)c3cn2C(C)(C)C)c1	-1.0	-0.8	0	14	-4
46	Cn1c(N)c(C(=O)COC(=O)c2cc(C3CC3)nc3ccccc23)c(=O)n(C)c1=O	-2.7	0.5	-1	2	·
47	O=C(c1ccccc1-c1nc(-c2ccccc2)no1)N1CCCC1	-0.2	-0.9	-1	-2	6
48	O=C(CCCn1cc([N+](=O)[O-])cn1)NC1CCCCCC1	4.6	-0.3	-2	18	-14

entry	TRPN1 ag	CHOP inhibitor	EBV gp42 block	NCF1 inh
31	-0.2	41	-7	-17
32	-1.1	8	-14	18
33	0.6	-9	-18	-1
34	0.7	2	-15	-10
35	-0.8	-22	-2	-6
36	-0.7	11	-5	2
37	-2.7	-15	-9	1
38	2.4	11	5	-10
39	-1.7	64	-6	-6
40	0.6	33	3	13
41	-0.7	-6	-7	-3
42	1.0	-9	1	-6
43	-2.5	34	-21	-23
44	1.4	10	-19	-8
45	-0.5	15	-15	2
46	2.2	17	4	-5
47	0.3	14	-22	-6
48	1.4	6	-14	-3

Only NCF1 inh, CHOP inhibitor and TRPML3 agonist, for 3 of the compounds above:
entry | Compound | NCF1 inh | CHOP inhibitor | TRPML3 agonist
42 | O=C(Nc1ccc([N+](=O)[O-])cc1)c1cc(-c2ccccn2)nc2c(Cl)cccc12 | -6 | -9 | 0.3
43 | CCOc1cc(C)c(Cl)cc1S(=O)(=O)N(CC)CC | -23 | 34 | 7.7
44 | Cc1ccc(S(=O)(=O)NC2=NCN(CCc3ccccc3)CN2)cc1 | -8 | 10 | -1.2

Screens as filed in PubChem.
